# Screening results (PubChem BioAssay)
# RXFP1 antagonist – qHTS Assay for Antagonists of the Relaxin Receptor RXFP1. Relaxin receptor 1 (Homo sapiens), Q9HBX9. HEK293-RXFP1, relaxin-stimulated cAMP HTRF, 30 min; stronger effect = lower value. activity change, negative = inhibition, % at 57.5 µM. 350,000 compounds, 0.59% hits;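 active = activity change of -60% or lower, but not beyond a set lower limit; inconclusive = change between -60% and -40%, or beyond the set limit; inactive = change above -40%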; also: % is scaled to controls: 0 for no effect and ±100 for the full control effect
# Target sequence (Q9HBX9 whole entry, looked up): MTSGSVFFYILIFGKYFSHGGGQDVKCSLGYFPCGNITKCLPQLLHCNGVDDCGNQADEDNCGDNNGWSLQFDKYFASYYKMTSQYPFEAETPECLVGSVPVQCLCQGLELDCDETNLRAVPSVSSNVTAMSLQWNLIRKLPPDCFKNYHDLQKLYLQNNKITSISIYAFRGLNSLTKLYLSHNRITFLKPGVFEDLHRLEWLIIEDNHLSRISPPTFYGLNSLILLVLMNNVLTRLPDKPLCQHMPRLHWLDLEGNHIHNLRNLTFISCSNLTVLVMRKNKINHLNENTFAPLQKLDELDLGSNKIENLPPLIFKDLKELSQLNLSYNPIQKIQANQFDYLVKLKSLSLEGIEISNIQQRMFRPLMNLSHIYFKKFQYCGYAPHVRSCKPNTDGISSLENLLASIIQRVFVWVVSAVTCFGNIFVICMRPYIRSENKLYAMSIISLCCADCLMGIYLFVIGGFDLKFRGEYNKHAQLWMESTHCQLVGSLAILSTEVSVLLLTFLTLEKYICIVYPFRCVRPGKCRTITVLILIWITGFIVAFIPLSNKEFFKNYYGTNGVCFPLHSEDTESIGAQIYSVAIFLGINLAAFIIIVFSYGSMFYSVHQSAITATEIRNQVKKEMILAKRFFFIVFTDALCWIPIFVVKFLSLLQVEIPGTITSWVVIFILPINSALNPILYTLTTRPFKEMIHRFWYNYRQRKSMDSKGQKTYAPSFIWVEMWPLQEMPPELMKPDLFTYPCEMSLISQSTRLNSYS
# Anesthetic bind – qHTS Assay for Identification of Novel General Anesthetics; Ferritin light chain (Equus caballus), P02791; apoferritin/1-aminoanthracene competitive binding, fluorescence; Potency, µM (titrated, usually from 77.5 µM), for the others: at the highest dose activity change, negative = displacement, hits mostly inhibitors; 350,000 compounds, 0.074% hits; also: potency is read from the fitted curve at half-maximal effect; % is scaled to controls: 0 for no effect and ±100 for the full control effect; nearly all actives have a fitted effect of over 20% in size
# Target sequence (P02791 2-175 limits assumed): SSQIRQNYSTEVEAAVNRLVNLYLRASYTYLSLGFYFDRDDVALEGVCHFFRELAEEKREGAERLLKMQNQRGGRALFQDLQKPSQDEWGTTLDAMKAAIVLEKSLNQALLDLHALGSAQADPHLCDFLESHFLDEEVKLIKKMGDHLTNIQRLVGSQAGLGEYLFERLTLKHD
#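 Apoferritin-based anesthetic binding model; compound displacement of fluorescent 1-AMA measured as endpoint fluorescence after 10 minutes at room temperature, scaled to free-ligand and complex controls.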
# D1 ag – Allosteric Agonists of the Human D1 Dopamine Receptor: qHTS | D(1A) dopamine receptor (Homo sapiens), P21728 | HEK293 T-REx D1 cells, calcium flux, agonist mode | activation, % at 2 µM | 360,000 compounds, 1% hits; in the data active = activation above about 30%; also: 0% is about no effect
#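 Agonism was scored from calcium flux recorded over 180 s (1 read/s) after pintool compound addition, following a 10-cycle baseline. Cells were inducible force-coupled HEK293 TREx D1, plated overnight at 30 C and loaded with no-wash calcium dye.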
# RXFP1 agonist – qHTS Assay for Agonists of the Relaxin Receptor RXFP1. Relaxin receptor 1 (Homo sapiens), Q9HBX9. HEK293T-RXFP1 cAMP TR-FRET, 30 min; response scale: percent of porcine relaxin response, buffer zero. Potency, µM (titrated, usually from 57.5 µM), without a hit: at the highest dose activation, most hits filed as activators. 370,000 compounds, 0.3% hits. AID 2676, 2010; also: potency is read from the fitted curve at half-maximal effect; % is scaled to controls: 0 for no effect and ±100 for the full control effect; nearly all actives have a fitted effect of over 60% in size; many of its hits are not listed in these tables
#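 HEK293 cells stably expressing RXFP1, treated 30 min at 37C with compounds plus PDE4 inhibitor Ro 20174; cAMP measured by HTRF TR-FRET. Normalized to buffer and 29 nM porcine relaxin; EC50 by Hill fit.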
# D1 antag – Antagonist of Human D 1 Dopamine Receptor: qHTS. D(1A) dopamine receptor (Homo sapiens), P21728. HEK293 TREx D1 cells, calcium flux, dopamine EC80; stronger effect = lower value. activity change, negative = inhibition, % at 10 µM. 360,000 compounds, 3.2% hits. AID 504652, 2011; in the data active = activity change below about -30%; also: % is scaled to controls: 0 for no effect and ±100 for the full control effect
#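 Antagonism measured as reduced calcium response to an EC80 dopamine addition following 180 s compound pre-read; cells were inducible HEK293 Trex D1 plated overnight at 30 C, read kinetically at 1 cycle/sec.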
# TRHR enhancer – qHTS for Small Molecule Agonists and Allosteric Enhancers of Human TRH Receptor: Primary Screen for Enhancers. enhancement, % at 2 µM. 360,000 compounds, 0.66% hits. TRHR cells, fluo-8 calcium fluorescence, EC20 TRH enhancement. Thyrotropin-releasing hormone receptor (Homo sapiens), P34981. AID 493056, 2011; in the data active = enhancement above about 30%; also: 0% is about no effect
#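 TRHR-expressing cells loaded with fluo-8 calcium dye were read kinetically (ex 480/em 530) during compound addition, then stimulated with an EC20 of TRH (10 nM final). Enhancement of the Gq-mediated intracellular calcium response was scored.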
# TRHR agonist – qHTS for Small Molecule Agonists and Allosteric Enhancers of Human TRH Receptor: Primary Screen for Agonists; Thyrotropin-releasing hormone receptor (Homo sapiens), P34981; TRHR cells, calcium flux fluo-8, FDSS agonist mode; activation, % at 2 µM; 360,000 compounds, 0.18% hits; AID 493084, 2011; in the data active = activation above about 30%; also: 0% is about no effect
#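 Read-out: compound-evoked intracellular calcium rise in TRHR cells, fluo-8 dye, kinetic FDSS fluorescence at 1 s/cycle following a 10-cycle baseline. Cells cultured overnight before dye loading (30 min–1.5 h, RT).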
# D1 potentiator – Potentiators of Human D1 Dopamine Receptor: qHTS | D(1A) dopamine receptor (Homo sapiens), P21728 | HEK293 TREx D1 cells, calcium flux, dopamine EC20 potentiation | potentiation, % at 10 µM | 360,000 compounds, 0.036% hits; in the data active = potentiation above about 30%; also: 0% is about no effect
# D2 potentiator – HTS Assay for Positive Allosteric Modulators of the Human D2 Dopamine Receptor: Primary Screen for Potentiators; potentiation, % at 10 µM; HEK293 T-REx D2, calcium flux, EC20 dopamine potentiation; AID 485347, 2010; 340,000 compounds, 0.34% hits; D(2) dopamine receptor (Homo sapiens), P14416;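 active = potentiation over 3 SD above the plate norm, cut at about 30% in these data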; also: 0% is about no effect
#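 Cells plated with tetracycline inducer and held overnight at 30 C; calcium dye loaded 30–90 min at room temperature; baseline taken, compound added and read 180 s; EC20 dopamine then added and read 180 s.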
# * hit, by the source's call; u = inconclusive; x = no result given; [ ] = dose if it differs, or a comment. Unless noted, calls follow the shape of the dose curve; as a rule, active = well fitted curve in the direction sought with a large enough effect; inconclusive = small, poorly fitted or top-dose-only effect, or another doubt; inactive = no such curve, though single readings can be large; an effect the other way counts as inactive or inconclusive. Not all compounds are listed; rates above refer to the full screens.
# The line under a structure holds: RXFP1 antagonist, Anesthetic bind, D1 ag, RXFP1 agonist, D1 antag, TRHR enhancer, TRHR agonist, D1 potentiator, D2 potentiator
> CC1=C(C(N)=O)C(c2cccc(Br)c2)n2nc(SCc3ccccc3)nc2N1 (stereo not drawn)
 : x, 3.8%, 3.3, -0.5%, 1.1, -1.2, 0.9, 0.6, -0.8
> CC1(OC(=O)c2cccs2)C(=O)C=C2C=C3CCCN3C=C2C1=O (stereo not drawn)
 : x, -3.1%, 2.2, -0.7%, -9.7, -2.1, -0.3, 1.6, -8.0
> CCN(CC)CC(=O)N1CCCC(C(=O)c2ccccc2OC)C1 (stereo not drawn)
 : -2.3, -11.0%, 2.0, 3.2%, 2.3, 9.2, -0.2, -3.7, 0.2
> O=C(NC1(C(F)(F)F)NC(=O)N(Cc2cccnc2)C1=O)c1ccncc1 (stereo not drawn)
 : -10.5, -0.6%, 1.9, 0.3%, 0.2, 6.3, 0.0, 2.0, 5.9
> CCCn1cc(S(=O)(=O)c2cc(C)ccc2C)c(=O)c2cc(F)c(N3CCCCCC3)cc21
 : -11.1, 5.7%, 2.1, 2.7%, 7.4, 2.4, 1.3, 3.1, 4.4
> O=C(c1cccs1)N(Cc1cccnc1)c1nc2c(F)cc(F)cc2s1
 : -11.5, -5.5%, 1.4, 8.3%, x, -6.1, -0.1, -2.3, -2.8
> O=C(NCC1CCCO1)c1cccc(Oc2ccc([N+](=O)[O-])cc2)c1 (stereo not drawn)
 : -12.8, -19.5%, 11.3, -1.0%, -34.8*, 2.7, -1.0, -5.8, -5.0
> CCN(CC)c1nc2ccccc2n(Cc2cccc(OC)c2)c1=O
 : -20.5, 72.8%[activator], 2.6, 2.9%, 15.7, 1.7, 0.5, 2.1, x
> COC(=O)C1=C(C)NC(=O)CC1c1ccc(F)c(Br)c1 (stereo not drawn)
 : -16.1, -0.5%, -1.1, -0.1%, 19.9, -2.7, -0.7, 1.1, 2.3
> COC(=O)c1ccc(C2C(C(=O)OC(C)C)=C(C)N=C3SCCC(=O)N32)cc1 (stereo not drawn)
 : x, -18.8%, 1.7, 0.0%, 1.0, 1.4, 0.2, 0.5, -0.5
> O=C(CN1C(=O)NC2(CCCC2)C1=O)Nc1cccc(C(F)(F)F)c1
 : -9.4, -8.5%, 3.6, -1.1%, -5.1, 1.4, 2.0, 0.9, 13.1
> CC(=O)Nc1ccc(NC(=O)c2ccc(-c3ccccc3Cl)o2)cc1
 : 0.6, x, 3.9, -0.7%, 6.3, 33.1*, 0.4, -6.3, x
> O=C(NCc1cccnc1)c1ccc(NC(=O)c2cccc([N+](=O)[O-])c2)cc1
 : -7.1, -18.8%, 1.2, 5.2%, -5.7, -0.8, 0.7, -3.0, -9.1
> O=C(COc1ncnc2ccccc12)Nc1ccc(Cl)c(S(=O)(=O)N2CCOCC2)c1
 : -8.6, -3.8%, 4.1, 3.4%, -38.0*, -1.7, -0.7, -1.2, -2.6
> CCOc1cccc(C2c3c(oc4ccc(F)cc4c3=O)C(=O)N2c2cc(C)ccn2)c1 (stereo not drawn)
 : -11.1, -11.6%, 5.4, 3.3%, -8.5, 0.1, -1.5, -8.2, -0.1
> CCc1nc2ccccc2[nH]1
 : 10.3, -10.5%, 1.6, 0.3%, -7.6, 8.3, -3.3, -0.1, -0.7
> COc1ccc(S(=O)(=O)N2CCCC(C(=O)NCc3ccco3)C2)cc1OC (stereo not drawn)
 : 1.2, -11.2%, 1.8, -1.4%, -2.0, 6.0, -0.4, -0.2, 15.0
> Cc1ccc(S(=O)(=O)N=S(CC2CC2(Cl)Cl)CC2CC2(Cl)Cl)cc1 (stereo not drawn)
 : -4.0, -16.0%, -0.5, 1.2%, -3.0, -3.0, -0.3, 3.6, -0.6
> O=C(C1CCN(S(=O)(=O)c2cccc3cccnc23)CC1)N1CCN(c2ccc(Cl)cc2)CC1
 : x, -22.8%, 2.2, 0.8%, 0.9, -3.0, -1.1, -3.5, 1.4
> O=C(CN1C(=O)NC2NC(=O)NC21)N/N=C/c1ccc(F)cc1 (stereo not drawn)
 : -2.4, 1.2%, 5.2, -1.6%, -13.5, 4.7, 0.8, -4.3, -6.2
> COC(=O)c1cc(S(=O)(=O)N(C)C2CCCCC2)cn1C
 : 7.2, -1.0%, 1.3, 0.0%, -13.1, -5.3, -1.0, -1.9, -7.2
> N#Cc1cc(N)ccc1Sc1ccc(Cl)cc1
 : -6.8, u, 0.5, -0.5%, -31.8*, -5.1, -0.7, -9.1, -6.1
> COc1cc(/C=N/NC(=O)C2CCN(CC(O)COCc3ccccc3)CC2)ccc1O (stereo not drawn)
 : -3.5, -6.2%, 0.4, -0.2%, -9.9, 13.3, -0.1, -1.4, -9.9
> COc1ccccc1NC(=O)c1cc2c(s1)-c1ccccc1S(=O)(=O)C2
 : -10.4, -2.6%, 1.5, 0.6%, -9.7, -9.2, -1.2, 0.8, -11.1
> Cc1cc(S(=O)(=O)N2CCCC2)ccc1OCC(=O)NCc1ccco1
 : 1.0, -0.5%, 8.0, 3.2%, -7.6, 1.9, 0.4, -0.8, -2.1
> Cn1c(-c2ccc(F)cc2)cnc1NCc1cccc(F)c1
 : -7.1, -10.3%, 1.1, 0.0%, -10.1, 3.8, -0.3, -11.9, -10.6
> COC(=O)c1ccc2c(=O)n(CCCCCC(=O)N3CCN(c4ccccc4)CC3)c(=O)[nH]c2c1
 : -5.7, -11.9%, 5.9, 0.3%, -36.0*, -3.8, -0.3, -6.3, 18.3
> CCOc1ccc(CNC(=O)c2cccc(NC(=O)N3CCSc4ncccc43)c2)cc1OC
 : -10.8, 1.9%, 2.4, -1.4%, -24.9, -2.6, 0.2, -3.0, -3.1
> O=C(N/N=C/c1cccc(Cl)c1)c1c(O)c2c([nH]c1=O)CCCC2
 : 2.5, 31.5%[activator], 2.3, -2.4%, 5.5, 2.3, 1.1, 3.9, 3.0
> O=C1c2cccc3cccc(c23)C(=O)N1c1ccc(O)cc1
 : 14.0, -4.8%, 3.1, 3.6%, -1.1, 2.5, 0.3, -3.1, -2.1
> Cc1onc(-c2c(F)cccc2Cl)c1C(=O)Nc1cccc(Cn2cccn2)c1
 : -14.3, -11.8%, 7.0, 0.0%, -20.8, 0.5, -0.7, -3.1, -5.4
> Cc1onc(-c2ccccc2)c1CNS(=O)(=O)c1ccc(F)cc1F
 : 8.8, -5.4%, 0.7, 0.9%, -12.6, 3.5, -1.3, 2.2, 11.3
> CC1(C)C2CCC1(C)C1(C2)NC(=O)c2ccccc2O1 (stereo not drawn)
 : -15.6, u, 2.3, 0.6%, -1.3, 5.1, 0.4, -21.9, 2.1
> COc1ccc(N2C(=O)CSCC2=O)cc1OC
 : 8.2, -4.2%, 3.9, -0.8%, 9.2, 0.2, 0.7, 2.6, 0.8
> CCOc1cc(/C=C2\SC(=N)N(c3nccs3)C2=O)ccc1OCCN1CCOCC1
 : 1.6, u, 2.6, -0.3%, -10.1, -0.4, 0.1, -2.5, -6.6
> CCNc1nc(Cl)nc(N(NC(C)=O)C(C)C)n1
 : -17.7, -2.0%, 1.4, 3.8%, 14.5, 3.6, 0.0, 1.6, 8.6
> CC1=CC(C)(C)N2C(=O)C3(C(C#N)=C(N)OC4=C3C(=O)CC(C)(C)C4)c3cc(C)cc1c32 (stereo not drawn)
 : -17.1, u, 1.2, 0.7%, -2.4, 3.7, 1.1, -10.7, 5.0
> COc1ccc(NC2CCCN(C(=O)Cn3ccc(C)n3)C2)cc1OC (stereo not drawn)
 : -5.5, -1.4%, 1.7, -2.9%, -6.2, 1.7, 1.7, 2.4, -5.4
> COc1cccc(NC(=O)Nc2nccc(C)n2)c1
 : 10.5, -3.5%, 0.9, -3.7%, 10.2, 10.7, 0.0, -3.2, 19.1
> Cc1cccc2nc(Cn3c(=O)n(CCCC(=O)NCc4ccco4)c(=O)c4ccccc43)cc(=O)n12
 : -0.6, 2.6%, 0.9, 4.1%, -17.7, 2.1, -1.7, -3.0, x
> COc1cc(Cl)c(NC2=CC(=O)C(=O)c3ccccc32)c(OC)c1
 : 1.5, x, 4.0, 2.1%, 12.0, 17.5, 2.8, -1.9, -3.9
> COc1ccc(/C=C/C(=O)O)cc1S(=O)(=O)N1CCc2ccccc2C1
 : -3.3, -5.0%, 2.4, -6.5%, -7.6, -0.9, -0.3, 0.1, -0.4
> CCOC(=O)CC(=O)CSc1nc2c(sc(=S)n2-c2ccc(OCC)cc2)c(=O)[nH]1
 : -10.3, -4.4%, 1.5, 0.4%, 14.0, 1.4, -0.5, -4.6, 20.2
> COc1ccc(NC(=O)c2cc(C)on2)cc1OC
 : -14.8, -2.3%, 2.2, 1.4%, 1.7, 5.9, 0.0, -4.7, 2.3

# Nothing new here: an excerpt of the list.
# The line under a structure holds: RXFP1 antagonist, Anesthetic bind, D1 ag, RXFP1 agonist, D1 antag, TRHR enhancer, TRHR agonist, D1 potentiator, D2 potentiator
> Cc1cccc2nc(Cn3c(=O)n(CCCC(=O)NCc4ccco4)c(=O)c4ccccc43)cc(=O)n12
 : -0.6, 2.6%, 0.9, 4.1%, -17.7, 2.1, -1.7, -3.0, x
> COc1cc(Cl)c(NC2=CC(=O)C(=O)c3ccccc32)c(OC)c1
 : 1.5, x, 4.0, 2.1%, 12.0, 17.5, 2.8, -1.9, -3.9
> COc1ccc(/C=C/C(=O)O)cc1S(=O)(=O)N1CCc2ccccc2C1
 : -3.3, -5.0%, 2.4, -6.5%, -7.6, -0.9, -0.3, 0.1, -0.4
> CCOC(=O)CC(=O)CSc1nc2c(sc(=S)n2-c2ccc(OCC)cc2)c(=O)[nH]1
 : -10.3, -4.4%, 1.5, 0.4%, 14.0, 1.4, -0.5, -4.6, 20.2
> COc1ccc(NC(=O)c2cc(C)on2)cc1OC
 : -14.8, -2.3%, 2.2, 1.4%, 1.7, 5.9, 0.0, -4.7, 2.3
